C diff HTS – blocks growth of Clostridium difficile | growth activity, negative = inhibition, % at 16 µg/mL (by protocol) | 86,000 compounds, 0.25% hits | Clostridium difficile clinical isolate growth, OD600, 24 h; active compounds read low;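 active = mean growth activity at or below -80% and every replicate also at or below -80%; inconclusive = mean at or below -80% but some replicate above -80%; inactive = mean growth activity above -80%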;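 note: 0% = DMSO wells and -100% = levofloxacin 16 µg/mL wells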
GASC1 inh – inhibitors of human demethylase GASC-1 KDM4C; inhibition, % at 12.5 µM; AID 720574; 96,000 compounds, 0.15% hits; GST-KDM4C 2-372, H3K9me3 peptide, LANCE TR-FRET; Q9H3R0;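 active = mean replicate inhibition above about 25%, with at least 55% of replicates also reaching it, limit read from the data, passing the limit was not always enough; inconclusive = only one of those two conditions met; inactive = neither condition met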
Target sequence (Q9H3R0 2-372 limits assumed): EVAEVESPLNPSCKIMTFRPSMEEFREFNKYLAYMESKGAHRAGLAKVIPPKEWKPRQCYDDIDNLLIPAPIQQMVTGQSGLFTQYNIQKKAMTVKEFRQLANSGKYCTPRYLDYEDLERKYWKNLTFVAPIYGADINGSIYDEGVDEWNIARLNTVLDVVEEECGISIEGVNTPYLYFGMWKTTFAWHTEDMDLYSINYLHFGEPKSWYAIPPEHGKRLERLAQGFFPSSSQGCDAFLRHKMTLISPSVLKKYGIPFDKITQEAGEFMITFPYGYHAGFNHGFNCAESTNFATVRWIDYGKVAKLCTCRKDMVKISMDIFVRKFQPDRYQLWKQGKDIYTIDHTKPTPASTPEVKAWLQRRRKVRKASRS
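material = GST-tagged GASC-1 (JMJD2C) catalytic fragment, aa 2-372 | amount = enzyme final amount 10 nM | medium = HEPES buffer, pH 7.5, plus ascorbate | also added = H3K9me3 peptide substrate, Fe(II), 2-oxoglutarate | dosing = single dose | times = 30 min demethylation and 1 h detection at room temperature | detection = LANCE TR-FRET | read-out basis = Fall in 671/618 emission ratio as inhibition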
Pf Dd2 growth – P. falciparum Dd2 growth inhibition; SYBR Green, 72 h; active compounds read low; activity change, % at 10 µM; 94,000 compounds, 2.3% hits; AID 1159554; in the data active = activity change below about -80%; inconclusive = no clear call, values can overlap the other calls
T cruzi growth – T. cruzi proliferation inhibition; T. cruzi beta-gal in NIH3T3, GalScreen luminescence, 90 h; inhibition, % at 8.34 µM; 77,000 compounds, 5.9% hits;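 active = mean inhibition above about 93%, with at least 55% of replicates each passing it, limit read from the data, passing the limit was not always enough; inconclusive = only one of those two conditions holds; inactive = neither condition holds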
* marks the source's active call; other numbers are inactive results; ? = inconclusive; nt = no result given.

SMILES | C diff HTS | GASC1 inh | Pf Dd2 growth | T cruzi growth
COc1ccc(S(=O)(=O)N(C)C[C@@H]2Oc3ccc(NS(=O)(=O)c4ccc(F)cc4)cc3CC(=O)N([C@@H](C)CO)C[C@H]2C)cc1 | -1 | -1.7 | -73 | -23
COc1ccc(CN(C)C[C@@H]2OCCCC[C@@H](C)Oc3ccc(NC(=O)NC(C)C)cc3C(=O)N([C@H](C)CO)C[C@H]2C)cc1 | -3 | ? | -2 | 37
COc1ccc(S(=O)(=O)N(C)C[C@@H]2Oc3ccc(N(C)C)cc3C(=O)N([C@H](C)CO)C[C@H]2C)cc1 | 1 | 2.2 | -1 | 29
Cc1cccc(-c2ccc([C@H]3[C@H](CO)N4C(=O)CN(C(=O)c5ccccc5)C[C@@H]34)cc2)c1 | -4 | 0.0 | -39 | nt
C[C@@H]1CN([C@H](C)CO)C(=O)c2cc(NS(C)(=O)=O)ccc2O[C@@H](C)CCCCO[C@H]1CN(C)S(=O)(=O)c1ccccc1 | 0 | 0.1 | 9 | 32
C[C@@H]1CN([C@H](C)CO)C(=O)c2cc(NC(=O)NC3CCCCC3)ccc2O[C@@H](C)CCCCO[C@H]1CN(C)Cc1ccc(C(F)(F)F)cc1 | 3 | -1.7 | -94* | 34
COc1ccc(NC(=O)Nc2ccc3c(c2)[C@@H]2C[C@@H](CC(=O)NCCc4ccccc4)O[C@H](CO)[C@@H]2O3)cc1 | 27 | -9.2 | -11 | 133*
C[C@@H]1CN([C@@H](C)CO)C(=O)c2cc(NS(=O)(=O)c3ccccc3)ccc2O[C@H]1CN(C)S(=O)(=O)c1ccc(Cl)cc1 | nt | -1.6 | -40 | 36
Cc1ccc(S(=O)(=O)Nc2ccc3c(c2)C(=O)N([C@@H](C)CO)C[C@H](C)[C@@H](CN(C)C(=O)Nc2ccc(C(F)(F)F)cc2)OCCCC[C@H](C)O3)cc1 | 7 | -0.9 | -82* | 94
CO[C@@H]1CN(C)C(=O)c2cc(NC(=O)c3nc4ccccc4s3)ccc2OC[C@H](C)NC[C@@H]1C | nt | -3.1 | -42 | -68
Cc1ccc(S(=O)(=O)Nc2ccc3c(c2)C(=O)N([C@@H](C)CO)C[C@@H](C)[C@H](CN(C)Cc2ccc(Cl)c(Cl)c2)OCCCC[C@@H](C)O3)cc1 | nt | -0.2 | -43 | 66
CO[C@@H]1CN(C)C(=O)c2ccc(NC(=O)C3CCOCC3)cc2OC[C@@H](C)N(S(=O)(=O)c2ccc(Cl)cc2)C[C@H]1C | nt | 0.9 | -61 | 43
Cc1noc(C)c1S(=O)(=O)N(C)C[C@@H]1Oc2ccc(NS(=O)(=O)c3ccc(Cl)cc3)cc2C(=O)N([C@H](C)CO)C[C@@H]1C | -4 | -0.8 | -6 | 50
CN(C)C(=O)[C@@H]1[C@@H](CO)[C@@H]2Cn3c(ccc(-c4ccccc4F)c3=O)[C@@H]2N1C(=O)c1cnccn1 | 1 | 0.7 | 3 | -21
CN1C(=O)c2cc(NC(=O)C3CC3)ccc2OC[C@H]2O[C@H](CC(=O)NC3CCC3)CC[C@@H]21 | -4 | 4.3 | -69 | -21
COc1ccc2c3c(n(C)c2c1)[C@H](CO)N(C(=O)CC1CC1)CC31CCN(C(=O)CC2CC2)CC1 | 9 | 0.7 | -50 | nt
O=C1CN(S(=O)(=O)Cc2ccccc2)C[C@H]2[C@@H](c3ccc(C#Cc4ccccc4)cc3)[C@@H](CO)N12 | 6 | -1.9 | -21 | nt
O=C(c1ccccn1)N1CC(=O)N2[C@H](C1)[C@H](c1ccc(C#Cc3ccccc3)cc1)[C@@H]2CO | -3 | -2.0 | -13 | nt
CCC(=O)Nc1ccc2c(c1)OC[C@H](C)N(C(=O)COC)C[C@@H](C)[C@H](OC)CN(C)C2=O | 2 | 0.1 | 32 | -12
Cc1cc(C(=O)Nc2cccc3c2O[C@@H](CN(C)C(=O)NC2CCCCC2)[C@H](C)CN([C@@H](C)CO)C3=O)n(C)n1 | 3 | 0.7 | -10 | 36
CC(C)C#Cc1ccc2c(c1)O[C@@H](CN(C)C(=O)c1cnccn1)[C@H](C)CN([C@@H](C)CO)S2(=O)=O | -5 | -1.3 | -13 | 59
Cc1noc(C)c1NC(=O)N(C)C[C@@H]1Oc2c(NC(=O)Nc3ccc(F)cc3)cccc2C(=O)N([C@H](C)CO)C[C@@H]1C | 20 | -0.1 | 10 | 16
C[C@@H]1CN([C@@H](C)CO)C(=O)CCCn2nncc2CO[C@@H]1CN(C)Cc1cccc2c1OCCCO2 | nt | 1.7 | 6 | 13
C[C@H]1CN([C@@H](C)CO)C(=O)c2cc(NC(=O)NC3CCCCC3)ccc2O[C@H]1CN(C)Cc1ccc(Cl)c(Cl)c1 | 2 | -0.9 | 2 | 94
C[C@H]1CN([C@@H](C)CO)S(=O)(=O)c2ccc(-c3cccc(C#N)c3)cc2O[C@H]1CN(C)C(=O)c1ccccc1 | 0 | -2.6 | -45 | 52

4 compounds from above, limited to T cruzi growth and GASC1 inh.
mol,T cruzi growth,GASC1 inh
COc1ccc(CN(C)C[C@@H]2OCCCC[C@@H](C)Oc3ccc(NC(=O)NC(C)C)cc3C(=O)N([C@H](C)CO)C[C@H]2C)cc1,37,?
COc1ccc(S(=O)(=O)N(C)C[C@@H]2Oc3ccc(N(C)C)cc3C(=O)N([C@H](C)CO)C[C@H]2C)cc1,29,2.2
Cc1cccc(-c2ccc([C@H]3[C@H](CO)N4C(=O)CN(C(=O)c5ccccc5)C[C@@H]34)cc2)c1,nt,0.0
C[C@@H]1CN([C@H](C)CO)C(=O)c2cc(NS(C)(=O)=O)ccc2O[C@@H](C)CCCCO[C@H]1CN(C)S(=O)(=O)c1ccccc1,32,0.1

Next compounds follow.
SMILES | C diff HTS | GASC1 inh | Pf Dd2 growth | T cruzi growth
CC1C=NC(S(=O)(=O)N2CC[C@@H]3[C@H]2c2cc(-c4ccc(F)cc4)ccc2N(C)[C@H]3CO)=N1 (some centres not stated) | 11 | -1.0 | -5 | 72
O=C1CN(S(=O)(=O)Cc2ccccc2)C[C@@H]2[C@H](c3ccc(C#CCC4CCCC4)cc3)[C@@H](CO)N12 | -21 | 0.2 | -19 | nt
CC(C)NC(=O)N1[C@H](CO)[C@H](c2ccc(-c3ccc(F)cc3)cc2)[C@@H]1C#N | 16 | -2.1 | 8 | 68
CO[C@@H]1CN(C)C(=O)c2cc(NC(=O)Nc3ccccc3F)ccc2OC[C@H](C)N(CC2CC2)C[C@@H]1C | nt | 1.4 | 11 | 53
O=C(Nc1ccccc1F)N[C@@H]1CC[C@@H](CCNS(=O)(=O)c2ccc(Cl)cc2)O[C@@H]1CO | nt | -1.1 | -21 | 29
CNC[C@H]1OCCCC[C@@H](C)Oc2ccc(NC(=O)c3ccccc3)cc2C(=O)N([C@@H](C)CO)C[C@@H]1C | -2 | 0.3 | -5 | 11
CCCC#Cc1ccc([C@H]2[C@@H](CO)N3C(=O)CN(C(=O)NC4CCCC4)C[C@@H]23)cc1 | 1 | 0.8 | -8 | nt
CCCNC(=O)Nc1ccc2c(c1)C(=O)N(C)C[C@@H](OC)[C@@H](C)CN(Cc1ccc(-c3ccccn3)cc1)[C@H](C)CO2 | nt | 0.4 | -24 | 10
C[C@H](CO)N1C[C@H](C)[C@@H](CN(C)S(=O)(=O)c2cn(C)cn2)Oc2c(NC(=O)Nc3ccc(C(F)(F)F)cc3)cccc2C1=O | nt | 0.5 | -16 | -1
CCCc1cn(CC[C@@H]2CC[C@@H](NC(=O)Nc3ccc4c(c3)OCO4)[C@H](CO)O2)nn1 | -4 | 0.4 | 0 | -10
O=C(CCN1CCCCC1)NCC[C@H]1CC[C@@H](NC(=O)C2CCOCC2)[C@@H](CO)O1 | 0 | 0.3 | 5 | 17
CC(C)CC#Cc1cnc2c(c1)C(=O)N([C@@H](C)CO)C[C@H](C)[C@@H](CN(C)Cc1ccc(F)cc1)O2 | 4 | 6.9 | -57 | 79
Cc1noc(C)c1NC(=O)N[C@H]1C=C[C@H](CC(=O)Nc2ccc(-c3ccccc3)cc2)O[C@@H]1CO | nt | 8.1 | 4 | -27
C[C@@H]1CN([C@H](C)CO)C(=O)c2cc(NS(=O)(=O)c3ccccc3)ccc2O[C@@H]1CN(C)C | 1 | 0.4 | 7 | -3
CO[C@@H]1CN(C)C(=O)c2ccc(NC(=O)C3CCC3)cc2OC[C@H](C)N(C)C[C@@H]1C | nt | 0.6 | nt | -10
CC(C)CC#Cc1ccc([C@@H]2[C@H](CO)N3C(=O)CN(C(=O)Cc4ccccc4)C[C@@H]23)cc1 | -7 | -0.3 | -21 | nt
Cc1noc(C)c1NC(=O)Nc1ccc2c(c1)C(=O)N([C@H](C)CO)C[C@@H](C)[C@H](CN(C)C(=O)Nc1ccc(F)cc1)OCCCC[C@H](C)O2 | -12 | -0.8 | -42 | nt
C[C@H]1CN([C@@H](C)CO)C(=O)Cc2cc(NC(=O)Cc3cn(C)c4ccccc34)ccc2O[C@H]1CN(C)S(=O)(=O)c1ccc(Cl)cc1 | nt | -1.0 | -59 | 8
COc1ccccc1CNC(=O)C[C@H]1C[C@H]2c3cc(NC(=O)c4cccnc4)ccc3O[C@H]2[C@H](CO)O1 | nt | 2.6 | -6 | 45
CC(=O)N(C)C[C@H]1Oc2ncc(C#Cc3ccccc3)cc2C(=O)N([C@H](C)CO)C[C@@H]1C | -8 | -4.2 | -11 | 72
CCC(=O)N1CC(=O)N2[C@H](CO)[C@@H](c3ccc(C#CCC(C)C)cc3)[C@H]2C1 | -17 | -0.6 | -11 | nt
COc1ccc(S(=O)(=O)Nc2ccc3c(c2)C(=O)N([C@@H](C)CO)C[C@H](C)[C@H](CN(C)Cc2ccncc2)OCCCC[C@@H](C)O3)cc1 | 6 | 0.5 | -43 | 93
C[C@@H]1CN([C@@H](C)CO)C(=O)c2cccc(NC(=O)Nc3ccc4c(c3)OCO4)c2O[C@@H]1CN(C)C | -6 | 0.6 | -18 | nt
Cc1ccccc1S(=O)(=O)N1CC(=O)N2[C@H](CO)[C@H](c3ccc(C#Cc4ccccc4)cc3)[C@H]2C1 | 0 | -2.9 | -41 | nt
C[C@@H]1CCCCO[C@H](CN(C)C(=O)C2CCCCC2)[C@@H](C)CN([C@H](C)CO)C(=O)c2cc(NS(=O)(=O)c3ccc(Cl)cc3)ccc2O1 | -7 | 0.4 | -52 | 60

Going on with the list:
SMILES | C diff HTS | GASC1 inh | Pf Dd2 growth | T cruzi growth
CS(=O)(=O)N1[C@@H](C#N)[C@@H](c2ccccc2-c2ccccc2)[C@@H]1CO | -7 | -1.9 | -15 | nt
CO[C@H]1CN(C)C(=O)c2cc(NC(=O)Nc3ccc(F)cc3)ccc2OC[C@@H](C)NC[C@@H]1C | 0 | 0.5 | -4 | -65
C[C@@H]1CN([C@H](C)CO)C(=O)Cc2cc(NC(=O)c3ccncc3)ccc2O[C@H]1CN(C)Cc1ccc(C(=O)O)cc1 | 1 | -1.4 | 17 | nt
C[C@@H](NC(=O)C[C@H]1C=C[C@H](NC(=O)C2CC2)[C@@H](CO)O1)c1ccccc1 | 3 | -0.6 | 10 | nt
CO[C@@H](CN(C)C(=O)Nc1ccc(F)cc1)[C@@H](C)CN(Cc1ccccc1Cl)[C@H](C)CO | nt | 1.1 | -35 | 7
OC[C@H]1[C@H](c2ccc(C#Cc3ccccc3F)cc2)[C@H]2CN(Cc3cncnc3)CCCCN21 | -3 | -0.5 | -14 | 101*
O=C([C@@H]1[C@@H](CO)[C@@H]2Cn3c(ccc(-c4ccncc4)c3=O)[C@@H]2N1Cc1cocn1)N1CCCCC1 | 9 | 1.5 | nt | 1
O=C(NC1CCCCC1)[C@@H]1[C@@H](CO)[C@@H]2Cn3c(cccc3=O)[C@@H]2N1CCc1ccccc1 | -1 | 1.3 | 0 | 38
Cc1ccc(-c2ccc(C3[C@@H]4CN(S(=O)(=O)c5ccc(C)cc5)C[C@H]3N4)cc2)cc1 (some centres not stated) | -97* | -2.2 | -21 | nt
COc1ccc(NC(=O)N(C)C[C@@H]2OCc3cn(nn3)CCCC(=O)N([C@H](C)CO)C[C@@H]2C)cc1 | -1 | 0.4 | 4 | 6
O=C(Cc1ccncc1)N1CC(=O)N2[C@H](C1)[C@H](c1ccc(C3=CCCC3)cc1)[C@@H]2CO | 4 | -1.0 | 9 | nt
COc1ccc2c3c(n(C)c2c1)[C@@H](CO)N(C)CC31CN(C(=O)c2ccccc2F)C1 | 8 | 0.0 | -23 | nt
CO[C@@H]1CN(C)C(=O)c2cc(NS(=O)(=O)c3c(C)noc3C)ccc2OC[C@H](C)NC[C@@H]1C | nt | 0.0 | 23 | -269

Some of the entries so far, with tabs.
canonical_smiles	C diff HTS	GASC1 inh	Pf Dd2 growth	T cruzi growth
CO[C@@H](CN(C)C(=O)Nc1ccc(F)cc1)[C@@H](C)CN(Cc1ccccc1Cl)[C@H](C)CO	nt	1.1	-35	7
OC[C@H]1[C@H](c2ccc(C#Cc3ccccc3F)cc2)[C@H]2CN(Cc3cncnc3)CCCCN21	-3	-0.5	-14	101*

Compound activity from PubChem.
